KB-3-1 cytotox = KB-3-1 parental cell cytotoxicity; Potency, µM (series often up to 46.1 µM), inactives show at the highest dose activity change, negative = cytotoxic, usual class: cytotoxic; AID 1347075; KB-3-1 viability, CellTiter-Glo ATP luminescence, 72 h; 400,000 compounds, 1.4% hits; note: potency is the fitted concentration of half-maximal effect; % is set by controls: 0 for no effect and ±100 for the full control effect; nearly all actives have a fitted effect of over 60% in size
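Using CellTiter-Glo luminescence, growth of non-resistant KB-3-1 adenocarcinoma cells is assessed 72 h after pin-tool compound addition at 37 °C. Normalized responses across the concentration series yield fitted curves.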
MCF10A rereplic = induces DNA re-replication in MCF 10a normal breast cells. 350,000 compounds, 2.9% hits. MCF 10A DNA re-replication, Hoechst nuclear intensity, 48 h. Potency, µM (top dose mostly 46.1 µM), for inactives: top-dose activity, positive = re-replication, actives largely listed as activators; note: potency is the fitted concentration of half-maximal effect; % of control where 0% means no effect; nearly all actives have a fitted effect of over 50% in size
IL1B secr inh = inhibitors of inflammasome signaling (IL-1 beta secretion); THP-1 LPS/ATP IL-1B secretion, AlphaLISA, 16 h; stronger effect = lower value; activity change, % at 57.5 µM; 360,000 compounds, 4.7% hits; AID 743279; in the data active = activity change below about -50%; inconclusive = mostly about -30% to -49%; note: % is set by controls: 0 for no effect and ±100 for the full control effect
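THP-1 cells pretreated 1 hr with compounds (up to 57.5 uM final), then stimulated with LPS (250 ng/mL final) plus ATP (1.25 mM final); secreted IL-1B measured by AlphaLISA after 16 hr, decreased signal indicating inhibition.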
SW480 rereplic = induces DNA re-replication in SW480 colon adenocarcinoma cells. SW480 DNA re-replication, Hoechst DNA content imaging, 48 h. Potency, µM (doses to about 46.1 µM), for inactives: top-dose re-replication activation, actives largely listed as activators. 340,000 compounds, 1.8% hits. AID 624297; note: potency is the fitted concentration of half-maximal effect; % of control where 0% means no effect; nearly all actives have a fitted effect of over 55% in size
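Compounds, transferred as 23 nL by pin tool, were incubated with cells for 48 hr; DNA content per nucleus was then quantified by Hoechst staining and fluorescence plate imaging.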
GLP1R cytotox = cytotoxicity counter-screen for GLP-1 receptor inverse agonists. HEK293 cAMP-luciferase reporter cells, luminescence, 24 h. Potency, µM (top dose mostly 38.3 µM), for inactives: at the highest dose activity change, negative = inhibition, hits mostly inhibitors. 410,000 compounds, 0.13% hits. AID 624418;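 note: loss of luciferase light is scored as toxicity; potency is the fitted concentration of half-maximal effect; % is set by controls: 0 for no effect and ±100 for the full control effect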
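A 23 nL compound transfer followed 12 hours of cell culture at 37 deg C; exposure then lasted 24 hr. Luciferase assay detection reagent was dispensed and plates read for luminescence after a 12 min room-temperature wait.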
KB-V1 cytotox = KB-V1 MDR subline cytotoxicity | KB-V1 MDR cells viability, CellTiter-Glo, 72 h | Potency, µM (titrated, usually from 46.1 µM), for the others: at the top dose activity change, negative = cytotoxicity, actives largely listed as cytotoxic | 400,000 compounds, 3.4% hits | AID 1347076; note: potency is the fitted concentration of half-maximal effect; % is set by controls: 0 for no effect and ±100 for the full control effect; nearly all actives have a fitted effect of over 60% in size
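Compound-treated KB-V1 multidrug-resistant cells, 72 h, 37 degrees C; viability by CellTiter-Glo. Fitted qHTS curves give the values.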
D3 ag = activates the human D3 dopamine receptor; AID 652048; D3R DiscoveRx beta-arrestin cells, luminescence, 90 min; P35462; 410,000 compounds, 0.58% hits; max activation, %; in the data active = max activation above about 30%; note: 0% is about no effect; mostly tested at two doses, the higher about 12 µM
Target sequence (P35462 whole entry, looked up): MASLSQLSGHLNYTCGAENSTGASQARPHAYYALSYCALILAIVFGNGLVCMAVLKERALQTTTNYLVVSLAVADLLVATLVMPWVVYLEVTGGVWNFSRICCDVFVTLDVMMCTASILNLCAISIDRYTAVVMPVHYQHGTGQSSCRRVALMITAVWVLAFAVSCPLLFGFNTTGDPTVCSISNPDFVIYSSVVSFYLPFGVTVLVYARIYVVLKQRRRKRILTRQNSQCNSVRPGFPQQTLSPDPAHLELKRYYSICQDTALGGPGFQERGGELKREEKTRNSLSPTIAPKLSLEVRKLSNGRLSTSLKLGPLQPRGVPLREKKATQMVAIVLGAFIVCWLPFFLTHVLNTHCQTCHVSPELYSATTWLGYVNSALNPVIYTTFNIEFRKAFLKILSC
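Agonist mode: compounds and dopamine controls were applied to plated cells for 90 min at 37 degrees C after an overnight attachment at 1500 cells/well. Luminescent read-out followed 30 - 60 minutes at room temperature with DiscoveRx detection reagent.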
HT1080 IDH1KD tx = kills HT-1080 cells with IDH1 knockdown; HT-1080 IDH1 knockdown viability, ATP luminescence, 48 h; Potency, µM (series often up to 46.1 µM), for inactives: at the highest dose activity, negative = toxicity, usual class: cytotoxic; 360,000 compounds, 2% hits;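 note: potency is the fitted concentration of half-maximal effect; 0% = DMSO wells and -100% = cell-free medium wells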
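CellTiter-Glo luminescence after 48 h compound exposure at 37 degrees C of IDH1-knockdown HT-1080 cells in 5% FBS RPMI. %Activity scaled between DMSO wells and cell-free media wells, with curves fitted and assigned curve classes.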
HT1080NT lethal = kills 2HG-producing HT-1080-NT fibrosarcoma cells; HT-1080-NT fibrosarcoma viability, CellTiter-Glo ATP luminescence, 48 h; Potency, µM (highest dose often 46.1 µM), without a hit: top-dose activity, negative = less viability, usual class: cytotoxic; 360,000 compounds, 1.6% hits; AID 686970;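 note: NT is the 2HG producing partner of a matched IDH1 knockdown line; potency is the fitted concentration of half-maximal effect; 0% = DMSO-treated cells and -100% = media-only wells without cells; nearly all actives have a fitted effect of over 55% in size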
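750 cells/well, RPMI + 5% FBS; 2 h settle, compound pin-transfer, 48 h at 37 degrees C. CellTiter-Glo 10 min RT, luminescence. Normalized to DMSO and media-only wells.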
Numbers without * were called inactive; [ ] = dose if it differs, or a comment. Unless noted, calls come from the whole dose curve; as a rule, active = well fitted curve in the direction sought with a large enough effect; inconclusive = small, poorly fitted or top-dose-only effect, or another doubt; inactive = no such curve, though single readings can be large; an effect the other way counts as inactive or inconclusive.

How did Cc1cc(C)cc(N(CC(=O)NCc2ccc(F)cc2)C(=O)CCC(=O)Nc2ccccn2)c1 do in these assays?
KB-3-1 cytotox: -3%; MCF10A rereplic: 0%; IL1B secr inh: -16; SW480 rereplic: 10%; GLP1R cytotox: -7%; KB-V1 cytotox: inconclusive; D3 ag: -9; HT1080 IDH1KD tx: -8%; HT1080NT lethal: -12%

Results for COc1ccc(S(=O)(=O)c2c[nH]c(=S)[nH]c2=O)cc1Cl ?
KB-3-1 cytotox: 1%; MCF10A rereplic: 6%; IL1B secr inh: 5; SW480 rereplic: 0%; GLP1R cytotox: -9%; KB-V1 cytotox: inconclusive; D3 ag: 7; HT1080 IDH1KD tx: 25%; HT1080NT lethal: 21%

How did Cc1ccc(-c2n[nH]c(=S)n2/N=C/c2sccc2C)cc1 do in these assays?
KB-3-1 cytotox: -1%; MCF10A rereplic: -4%; IL1B secr inh: -8; SW480 rereplic: -5%; GLP1R cytotox: -12%; KB-V1 cytotox: 15%; D3 ag: -5; HT1080 IDH1KD tx: -24%; HT1080NT lethal: -13%

Results for CCn1ncc(Br)c1C(=O)Nc1ccc(Cl)cn1 ?
KB-3-1 cytotox: 0%; MCF10A rereplic: -2%; IL1B secr inh: 7; SW480 rereplic: -3%; GLP1R cytotox: 1%; KB-V1 cytotox: -20%; D3 ag: -4; HT1080 IDH1KD tx: 15%; HT1080NT lethal: 4%

How did O=C(CCCn1c(=O)[nH]c2cc(Cl)ccc2c1=O)NCC1CCCO1 (configuration not stated) do in these assays?
KB-3-1 cytotox: 5%; MCF10A rereplic: -3%; IL1B secr inh: -8; SW480 rereplic: -5%; GLP1R cytotox: 14%; KB-V1 cytotox: 21%; D3 ag: 0; HT1080 IDH1KD tx: 12%; HT1080NT lethal: 6%

What do the screens show for `CS(=O)(=O)N(CC(=O)N1CCN(Cc2ccccc2)CC1)c1cccc(F)c1`?
KB-3-1 cytotox: -4%; MCF10A rereplic: 2%; IL1B secr inh: 10; SW480 rereplic: inconclusive; GLP1R cytotox: -2%; KB-V1 cytotox: 5%; D3 ag: -8; HT1080 IDH1KD tx: 11%; HT1080NT lethal: 11%

Results for CC(=O)Nc1ccc(C(=O)N2CCCc3ccccc32)cc1 ?
KB-3-1 cytotox: 5%; MCF10A rereplic: 0%; IL1B secr inh: 25; SW480 rereplic: -3%; GLP1R cytotox: -1%; KB-V1 cytotox: -11%; D3 ag: 1; HT1080 IDH1KD tx: 1%; HT1080NT lethal: 9%

Results for CC(C)C[C@H](NC(=O)N1CCn2c1nc1ccccc12)C(=O)N[C@@H](C(=O)O)c1ccccc1 ?
KB-3-1 cytotox: 0%; MCF10A rereplic: -5%; IL1B secr inh: 22; SW480 rereplic: -2%; GLP1R cytotox: -5%; KB-V1 cytotox: inconclusive; D3 ag: 4; HT1080 IDH1KD tx: 6%; HT1080NT lethal: 6%

Results for COc1cc(NC(=O)c2ccc(Br)o2)ccc1NC(=O)C(C)C ?
KB-3-1 cytotox: -6%; MCF10A rereplic: -3%; IL1B secr inh: inconclusive; SW480 rereplic: -3%; GLP1R cytotox: -12%; KB-V1 cytotox: 0%; D3 ag: -9; HT1080 IDH1KD tx: 18%; HT1080NT lethal: 27%

Results for O=C(COC(=O)C1COc2ccccc2O1)NC(=O)NC1CCCC1 (configuration not stated) ?
KB-3-1 cytotox: 0%; MCF10A rereplic: -2%; IL1B secr inh: -8; SW480 rereplic: -7%[9.22 µM]; GLP1R cytotox: 9%; KB-V1 cytotox: -3%; D3 ag: -10; HT1080 IDH1KD tx: 2%; HT1080NT lethal: -12%

What do the screens show for `Cc1ccc(S(=O)(=O)N2CCC(N3CCN(Cc4ccccc4)C(=O)C3=O)CC2)cc1C`?
KB-3-1 cytotox: -3%; GLP1R cytotox: 1%; KB-V1 cytotox: 0%; D3 ag: -7

Results for COc1ccc(N2CCN(C(=O)c3cn(Cc4ccccc4)nc3-c3cccnc3)CC2)cc1 ?
KB-3-1 cytotox: 13%; MCF10A rereplic: 1%; IL1B secr inh: 10; SW480 rereplic: -18%; GLP1R cytotox: 6%; KB-V1 cytotox: -25%; D3 ag: 5; HT1080 IDH1KD tx: -1%; HT1080NT lethal: 1%

How did C/C(=N\NC(=O)c1ccc(Br)cc1)c1cccc(NC(=O)c2cccnc2)c1 do in these assays?
KB-3-1 cytotox: -5%; MCF10A rereplic: -1%; IL1B secr inh: -27; SW480 rereplic: -12%; GLP1R cytotox: 15%; KB-V1 cytotox: 1%; D3 ag: -12; HT1080 IDH1KD tx: 1%; HT1080NT lethal: -15%

What do the screens show for `CCN(CC)S(=O)(=O)c1cc(NC(=O)C(C)Nc2ccccc2N2CCOCC2)ccc1C` (configuration not stated)?
KB-3-1 cytotox: inconclusive; MCF10A rereplic: inconclusive; IL1B secr inh: -60*; SW480 rereplic: 5%; GLP1R cytotox: -1%; KB-V1 cytotox: 0%; D3 ag: -13; HT1080 IDH1KD tx: -2%; HT1080NT lethal: -10%

What do the screens show for `COC(=O)c1cc([N+](=O)[O-])c(C)c(C)n1`?
KB-3-1 cytotox: 24%; IL1B secr inh: -16; GLP1R cytotox: -18%; KB-V1 cytotox: 0%; D3 ag: 1; HT1080 IDH1KD tx: 2%; HT1080NT lethal: 6%

Results for O=C(NC(Cc1cccc(F)c1)C(=O)O)C1CCCCC1 (configuration not stated) ?
KB-3-1 cytotox: 14%; MCF10A rereplic: -22%; IL1B secr inh: 20; SW480 rereplic: -3%; GLP1R cytotox: 23%; KB-V1 cytotox: -3%; D3 ag: 5; HT1080 IDH1KD tx: 3%; HT1080NT lethal: -19%

How did COc1ccc(CN(C)C(=O)c2cccc(Oc3ccccc3)c2)c(OC)c1OC do in these assays?
KB-3-1 cytotox: -1%; MCF10A rereplic: inconclusive; IL1B secr inh: inconclusive; SW480 rereplic: 0%; GLP1R cytotox: -4%; KB-V1 cytotox: inconclusive; D3 ag: 7; HT1080 IDH1KD tx: -12%; HT1080NT lethal: -23%

What do the screens show for `Cc1ccc(S(=O)(=O)N2C3CCCCC3O[C@H]2CC(=O)c2cccc3ccccc23)cc1` (some centres not stated)?
KB-3-1 cytotox: -9%; IL1B secr inh: 0; GLP1R cytotox: 0%; KB-V1 cytotox: -17%; D3 ag: -2; HT1080 IDH1KD tx: -26%; HT1080NT lethal: -1%

How did N=C(N)SCc1ccc(Cl)c2ccccc12 do in these assays?
KB-3-1 cytotox: -21%; MCF10A rereplic: inconclusive; IL1B secr inh: -101*; SW480 rereplic: -6%; GLP1R cytotox: -24%; KB-V1 cytotox: 23µM*; D3 ag: 1; HT1080 IDH1KD tx: -9%; HT1080NT lethal: -14%

What do the screens show for `CCc1ccc(S(=O)(=O)c2cn(CC(=O)Nc3cccc(C)c3)c3ccc(Cl)cc3c2=O)cc1`?
KB-3-1 cytotox: 24%; GLP1R cytotox: -1%; KB-V1 cytotox: inconclusive; D3 ag: 4

How did CC(C)NC(=O)c1cc2nc(-c3ccco3)cc(C(F)(F)F)n2n1 do in these assays?
KB-3-1 cytotox: 0%; MCF10A rereplic: -17%; IL1B secr inh: -8; SW480 rereplic: 0%; GLP1R cytotox: 88%[activator]; KB-V1 cytotox: -17%; D3 ag: 0; HT1080 IDH1KD tx: -1%; HT1080NT lethal: 11%

What do the screens show for `CCOC(=O)c1ccccc1NC(=O)CN(c1cccc(OC)c1)S(C)(=O)=O`?
KB-3-1 cytotox: 3%; MCF10A rereplic: 5%; IL1B secr inh: -4; SW480 rereplic: 0%; GLP1R cytotox: 2%; KB-V1 cytotox: inconclusive; D3 ag: 0; HT1080 IDH1KD tx: -7%; HT1080NT lethal: 0%

Results for COc1ccc(-c2ccc(N)[n+](CCCC(=O)O)n2)cc1 ?
KB-3-1 cytotox: 0%; MCF10A rereplic: 2%; IL1B secr inh: 7; SW480 rereplic: -28%; GLP1R cytotox: -1%; KB-V1 cytotox: 13%; D3 ag: 13; HT1080 IDH1KD tx: 3%; HT1080NT lethal: 23%

What do the screens show for `CO/C=C/C#CC1(O)CCN(C)CC1`?
KB-3-1 cytotox: -1%; MCF10A rereplic: -1%; IL1B secr inh: 26; SW480 rereplic: -5%; GLP1R cytotox: -8%; KB-V1 cytotox: 8%; D3 ag: 3; HT1080 IDH1KD tx: 1%; HT1080NT lethal: 8%

Three compounds drawn at random from those above:
What do the screens show for `CCOC(=O)c1ccccc1NC(=O)CN(c1cccc(OC)c1)S(C)(=O)=O`?
KB-3-1 cytotox: 3%; MCF10A rereplic: 5%; IL1B secr inh: -4; SW480 rereplic: 0%; GLP1R cytotox: 2%; KB-V1 cytotox: inconclusive; D3 ag: 0; HT1080 IDH1KD tx: -7%; HT1080NT lethal: 0%

How did CC(C)NC(=O)c1cc2nc(-c3ccco3)cc(C(F)(F)F)n2n1 do in these assays?
KB-3-1 cytotox: 0%; MCF10A rereplic: -17%; IL1B secr inh: -8; SW480 rereplic: 0%; GLP1R cytotox: 88%[activator]; KB-V1 cytotox: -17%; D3 ag: 0; HT1080 IDH1KD tx: -1%; HT1080NT lethal: 11%

What do the screens show for `CO/C=C/C#CC1(O)CCN(C)CC1`?
KB-3-1 cytotox: -1%; MCF10A rereplic: -1%; IL1B secr inh: 26; SW480 rereplic: -5%; GLP1R cytotox: -8%; KB-V1 cytotox: 8%; D3 ag: 3; HT1080 IDH1KD tx: 1%; HT1080NT lethal: 8%

Screening results: PubChem, National Center for Advancing Translational Sciences (NCATS)
